Screening results deposited in PubChem by several laboratories.
FadD28 FP inh: inhibitors of FadD28 bisubstrate probe binding, primary screen, biochemical, fluorescence polarization, single point; inhibition, % at 12.5 µM; 360,000 tested, 0.22% active; in the data active means inhibition above about 8.5%, passing the limit was not always enough; inconclusive means no clear call, values can overlap the other calls
CCHF vOTU inh: CCHFV vOTU protease inhibitors, primary screen, biochemical, Pep-AMC substrate, fluorescence. inhibition, % at 11.5 µM. 370,000 tested, 0.55% active. AID 651958, 2012. Crimean-Congo hemorrhagic fever virus L polyprotein viral ovarian tumor (vOTU) protease …; further: 0% = vehicle wells with enzyme and 100% = no enzyme wells
GDH-TPI inh: GDH-TPI coupling enzyme inhibitors, primary screen, artefact control for M. tuberculosis FBA inhibitor project, biochemical, absorbance, full deck; 360,000 tested, 1.2% active; GDH-TPI coupled enzyme counterscreen, NADH absorbance; inhibition, % at 4.8 µM; AID 588335, 2011;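 further: 0% = DMSO wells and 100% = wells lacking the enzyme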
Rv3671c inh: Rv3671c serine protease inhibitors, primary screen, biochemical, fluorescence polarization, M. tuberculosis H37Rv | AID 2606, 2010 | inhibition, % at 5.96 µM | 320,000 tested, 0.048% active; in the data active means inhibition above about 38%;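 further: extracellular domain of Rv3671c used as enzyme; 0% = enzyme with DMSO and 100% = no enzyme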
VHR inh abs: VHR1 phosphatase inhibitors, primary screen, biochemical, absorbance, uHTS; Dual specificity protein phosphatase 3 (Homo sapiens), P51452; recombinant VHR phosphatase, pNPP absorbance; inhibition, % at 13.3 µM; 290,000 tested, 0.52% active; AID 1654, 2009; in the data active means inhibition above about 50%; further: some compounds called inactive have numbers as strong as hits
BoNT F protease: BoNT/F light chain protease inhibitors, primary screen, biochemical, flow cytometry, MLPCN library; inhibition, % at 10 µM; Multiplex microsphere protease cleavage assay; Botulinum neurotoxin type F light chain protease (Clostridium botulinum); 360,000 tested, 0.22% active; in the data active means inhibition above about 35%, passing the limit was not always enough; inconclusive means no clear call, values can overlap the other calls; further: plate controls were buffer without enzyme for full effect and enzyme alone for no effect
FBA Mtb inh: Mtb FBA enzyme inhibitors, primary screen, biochemical, fluorescence, strain H37Rv. purified M. tuberculosis FBA, fluorescence read-out. inhibition, % at 1 µM. 360,000 tested, 2.3% active; in the data active means inhibition above about 27%;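 further: 0% = vehicle and 100% = reference inhibitor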
Target sequence (P9WQA3 whole entry, looked up): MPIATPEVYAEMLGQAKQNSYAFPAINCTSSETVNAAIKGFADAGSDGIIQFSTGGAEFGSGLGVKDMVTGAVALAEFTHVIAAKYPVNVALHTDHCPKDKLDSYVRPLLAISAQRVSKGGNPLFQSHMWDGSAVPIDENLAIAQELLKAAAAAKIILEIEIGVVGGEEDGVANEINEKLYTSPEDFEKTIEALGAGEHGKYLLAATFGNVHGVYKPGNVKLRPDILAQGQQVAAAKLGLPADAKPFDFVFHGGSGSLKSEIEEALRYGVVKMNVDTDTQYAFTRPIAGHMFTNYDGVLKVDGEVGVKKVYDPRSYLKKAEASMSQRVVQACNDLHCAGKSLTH
Mtb BioA inh: M. tuberculosis BioA enzyme inhibitors, primary screen, biochemical, plate reader, single point, HTS | 7,8-diaminopelargonic acid synthase BioA (Mycobacterium tuberculosis) | purified M. tuberculosis BioA enzyme | inhibition, % at 9.99 µM | 360,000 tested, 0.096% active; in the data active means inhibition above about 40%; inconclusive means no clear call, values can overlap the other calls
MazEF act: activators of E. coli MazEF toxin-antitoxin RNase, primary screen, biochemical, fluorescence, uHTS; activation, % at 20 µM; 350,000 tested, 0.32% active; Endoribonuclease toxin MazF (Escherichia coli (strain K12)), P0AE70; FAM/BHQ RNA-DNA oligo cleavage fluorescence, 5 h; in the data active means activation above about 50%
Target sequence (P0AE70 whole entry, looked up): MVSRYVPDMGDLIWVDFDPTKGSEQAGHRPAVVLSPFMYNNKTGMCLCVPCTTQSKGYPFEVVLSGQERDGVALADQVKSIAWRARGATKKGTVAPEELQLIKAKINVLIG
UGM FP inh: M. tuberculosis UGM enzyme inhibitors, primary screen, biochemical, fluorescence polarization, single point. UDP-galactopyranose mutase (Mycobacterium tuberculosis (strain ATCC 25618 / H37Rv)), …. purified UGM, fluorescence polarization probe displacement. 320,000 tested, 0.06% active. inhibition, % at 10 µM; in the data active means inhibition above about 10%, passing the limit was not always enough; inconclusive means no clear call, values can overlap the other calls
Target sequence (P9WIQ1 whole entry, looked up): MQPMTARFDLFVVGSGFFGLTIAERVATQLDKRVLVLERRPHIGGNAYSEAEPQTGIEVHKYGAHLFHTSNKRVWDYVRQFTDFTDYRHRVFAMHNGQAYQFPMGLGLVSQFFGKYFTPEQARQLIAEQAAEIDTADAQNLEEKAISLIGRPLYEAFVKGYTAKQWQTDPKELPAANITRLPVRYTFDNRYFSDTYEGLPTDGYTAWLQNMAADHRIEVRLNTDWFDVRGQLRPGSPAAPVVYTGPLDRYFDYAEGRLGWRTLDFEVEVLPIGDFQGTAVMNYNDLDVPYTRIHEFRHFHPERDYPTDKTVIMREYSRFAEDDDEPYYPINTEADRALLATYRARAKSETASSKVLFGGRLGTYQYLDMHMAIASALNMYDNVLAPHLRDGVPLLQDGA
The depositor's hits bear a star; ? = inconclusive; . = not tested or not shown. Unless noted, no stated cut-off is given here; in the data, active means inhibition above about 30%; inactive means the rest.

smiles	FadD28 FP inh	CCHF vOTU inh	GDH-TPI inh	Rv3671c inh	VHR inh abs	BoNT F protease	FBA Mtb inh	Mtb BioA inh	MazEF act	UGM FP inh
O=C(C1CCC(CNc2c(N3CCCC3)c(=O)c2=O)CC1)N1CCc2ccccc21 (stereo not drawn)	-3.4	-11.9	6.0	5.8	-11.7	-4.3	-1.3	-0.9	3.2	-2.1
Cc1onc(-c2ccccc2)c1C(=O)NCC1CCN(C(=O)c2c(-c3ccccc3)noc2C)CC1	-2.1	2.8	12.8	-1.0	6.4	9.7	-4.7	5.6	6.1	0.6
Cc1ccc(CN2CCN(C3CSCCSC3)CC2CCO)cc1 (stereo not drawn)	-4.9	-12.5	3.7	5.1	13.4	-5.5	-4.3	-2.9	8.1	0.5
O=c1c2ccccc2n2c(-c3ccc(C(F)(F)F)cc3)nnc2n1Cc1ccccc1	0.4	1.2	-4.5	-11.2	-22.2	-3.9	3.1	.	-4.5	1.6
CCCCN(CC)C(=O)Cn1ncc2c1-c1cc(C)ccc1OC2	-0.1	7.6	9.3	2.1	8.2	-9.1	-0.7	-0.2	2.7	-0.6
CCn1c(SCC(=O)N2CCCC2)nnc1-c1ccc(S(=O)(=O)N2CCCCCC2)cc1	-2.0	-1.5	-1.9	-2.7	42.2	1.5	-1.6	0.5	11.9	0.4
Cc1cc(C)n(-c2ccc(Cl)c(C(=O)Nc3ccc(-c4nnc5n4CCCCC5)cc3)n2)n1	-1.7	0.4	2.4	1.7	13.6	-0.7	-0.3	0.0	2.4	0.7
Cc1cc(=O)n2[nH]c(-c3ccc(F)cc3)nc2n1	-0.5	-2.3	-5.0	-0.1	17.0	7.1	3.0	-1.3	-1.1	-1.9
O=C(Nc1ccsc1C(=O)N1CCCC1)c1ccccc1	1.2	6.6	-2.5	-0.9	28.2	-6.4	-3.7	.	-2.8	0.3
Cc1ccsc1/C=N/Nc1ccc(C(=O)O)cc1	-1.7	8.1	30.5	9.1	35.9	?	-3.2	0.2	2.6	0.5
Cc1cccc2c1-c1sc(C(=O)N3CCCCC3)cc1CO2	-3.4	-28.1	10.9	-7.5	21.2	-6.2	42.2*	-0.2	1.6	0.3
COc1c(C)cc(C(=O)C2CCCN(C(=O)c3cc(C4CC4)[nH]n3)C2)cc1C (stereo not drawn)	-0.5	18.6	8.1	-6.3	1.3	-1.4	1.3	0.8	3.9	0.7
O=C(CN1C(=O)NC(c2ccccc2)(c2ccccc2)C1=O)Nc1ccc(N2CCOCC2)cc1	-2.4	-11.5	2.2	-1.6	.	-3.3	-2.7	-0.5	0.9	1.7
COc1cc(C(=O)OC(C)C(=O)Nc2ccc3c(c2)OCCO3)cc(OC)c1OC (stereo not drawn)	-2.1	-14.7	-2.2	4.5	.	2.6	-0.3	0.2	-0.2	1.3
CCOC(=O)N1CCC(N2Cc3cccc(C(=O)Nc4c(C)cccc4CC)c3C2=O)CC1	-5.3	18.1	3.5	-8.6	34.4	5.4	-1.6	4.6	2.0	1.0
CC1=C(C(=O)N(C)C)CC(CC(=O)NC(c2ccccc2)c2ccccc2)C(=O)N1Cc1ccccc1 (stereo not drawn)	-2.9	-1.4	0.5	.	.	-1.6	-3.1	0.2	-3.3	.
COc1ccc(NC(=O)NNC(=O)C(C)Oc2ccc3ccccc3c2)cc1 (stereo not drawn)	-3.7	8.8	6.6	.	11.0	-10.4	-2.7	-2.5	5.0	3.3
O=C(Nc1ccc(F)c(F)c1)C1=COCCO1	-2.5	-7.1	5.9	2.3	.	1.2	5.1	14.5	-9.8	-1.0
CCc1sc(C(=O)NCCc2ccc(S(N)(=O)=O)cc2)cc1C	-1.9	-9.9	18.4	0.7	11.8	-6.5	1.8	-0.2	-1.4	1.9
O=C(Nc1cc(S(=O)(=O)N2CCOCC2)ccc1N1CCCC1)c1cc(F)c(F)cc1Cl	-0.1	-6.5	12.1	.	.	-5.1	4.1	.	3.7	.
Cc1ccc(CNC(=O)CCc2ccccc2)cc1	-0.8	1.6	-4.7	7.5	6.5	4.6	0.5	-0.4	0.6	-3.2
CCN(CC)C1CCS(=O)(=O)C1 (stereo not drawn)	-2.0	13.3	1.6	1.5	-13.8	-7.2	6.7	.	-9.8	-0.3
COCCCNC(=O)C1CCCN(S(=O)(=O)c2ccc(C)cc2)C1 (stereo not drawn)	0.4	12.4	1.9	-2.2	0.0	-0.3	-0.7	-4.9	0.9	-1.8
O=C(Nc1ccc(F)cc1F)c1ccc2c(c1)[nH]c(=O)n2Cc1ccc(F)cc1	-6.6	10.1	-2.8	-8.8	-16.2	?	0.2	0.4	12.3	-2.1
CC(C(=O)Nc1ccon1)N1C(=O)c2ccccc2S1(=O)=O (stereo not drawn)	-5.9	-8.1	3.8	-0.6	.	?	-2.3	4.4	4.2	1.2
NN(CCO)C(=S)Nc1ccc(Cl)cc1	-1.8	6.0	-1.8	-2.6	1.5	3.5	4.0	-1.0	1.0	1.6
O=C(NCCCCC(NC(=O)C1CCCCC1)C(=O)O)c1ccccc1 (stereo not drawn)	-3.0	-4.0	0.7	-1.4	-3.8	-1.7	2.4	-1.7	4.5	0.9
CCOC(=O)C1(CCCc2ccccc2)CCN(Cc2ccn[nH]2)CC1	-1.5	8.2	-3.4	2.8	3.9	-3.2	-1.0	1.6	0.0	1.6
CC(=O)c1ccc(-c2ccccc2OC(F)(F)F)o1	-4.1	2.0	17.0	4.7	-0.7	?	0.9	.	-0.8	-2.2
O=C(CC(SCc1ccco1)c1ccc(O)cc1)c1cccs1 (stereo not drawn)	-5.2	5.2	13.6	-3.6	11.7	-7.8	-2.5	6.9	-8.6	-5.0
Cc1ccc(N2C(=O)CC(Sc3ccccc3C(=O)O)C2=O)cc1 (stereo not drawn)	-1.9	-7.2	7.3	-3.2	4.7	-11.5	0.2	.	0.2	-2.7
CCCc1nn(C)c(C(=O)Nc2cccc(C)c2)c1Cl	-2.0	9.6	5.7	1.8	-8.3	-15.8	1.2	.	-0.5	1.8
CCOc1ccc(/C=N/NC(=O)C(C)N(c2ccc(OC)cc2)S(C)(=O)=O)cc1OCC (stereo not drawn)	0.8	16.7	14.2	-2.3	15.4	-8.1	1.8	-0.1	7.9	0.2
COc1ccccc1N1CCN(C(=O)C(=O)c2cn(CC(=O)N3CCCC3)c3ccccc23)CC1	0.5	2.0	23.7	-3.3	46.9	-1.8	0.3	2.1	-3.6	1.2
O=C(CN1C(=O)S/C(=C\c2cccs2)C1=O)Nc1ccc(O)cc1C(=O)O	?	27.8	43.9*	-3.5	-9.2	2.0	10.6	1.4	-28.8	2.4
CCN(CC(=O)Nc1c(F)cccc1F)C(=O)c1cc([N+](=O)[O-])ccc1N1CCCCC1	-1.3	0.0	9.9	-7.7	.	3.9	-5.7	-0.3	-0.4	4.0
CC1CCCCN1CC(O)c1c[nH]c2ccccc12 (stereo not drawn)	-2.2	19.4	-4.0	-17.6	.	5.8	-0.3	1.3	4.1	-1.6
COc1ccc(C(=O)N(Cc2nc(-c3ccc(C)cc3)no2)C2CCCCC2)cc1OC	-4.5	2.3	0.4	-7.2	-4.0	0.0	-2.3	-2.3	-0.3	-0.4
Cc1ccc(-n2c(C)nc3c(cnn3-c3ccccc3Cl)c2=O)cc1C	-4.5	7.0	-1.4	-4.8	33.3	-4.6	-4.7	1.0	4.5	0.8
C/C(=N\NC(=O)c1c(Cl)cnn1C)c1ccc(NC(=O)c2ccncc2)cc1	-1.6	-15.6	21.3	3.2	2.6	-2.7	-1.2	.	4.3	2.7
O=C(c1ccc(S(=O)(=O)N2CCC(c3nc4ccccc4[nH]3)CC2)cc1)N1CCOCC1	0.3	1.8	10.7	1.4	18.9	6.8	-1.3	.	9.0	-0.1
Nc1nc(SCc2c(Cl)cccc2Cl)n[nH]1	-1.8	-14.9	-2.7	6.5	8.3	14.4	-8.3	-0.4	-0.2	-1.8
CC1=C(C(=O)OC(C)C)C(c2ccc3c(c2)OCO3)NC(=O)N1 (stereo not drawn)	0.0	4.5	-4.9	-8.2	65.0	?	-1.5	0.2	9.3	2.1
CCOc1ccc(-c2cc(CCCC(=O)N3CCN(c4ccc(OC)cc4)CC3)no2)cc1	-1.4	-1.9	8.7	-5.2	-9.7	0.5	1.7	-0.9	2.4	-0.2
N#Cc1cc(Oc2cccc3cccnc23)c(-n2nnc3ccccc32)cc1C#N	-0.7	-20.9	-1.2	-5.7	11.6	-2.2	-1.3	-3.1	-24.8	2.6
CN(C)CCNC(=O)c1cccn(Cc2cccc(C(F)(F)F)c2)c1=O	-3.5	4.0	1.9	-1.3	20.2	-7.4	12.7	.	-13.3	2.9
CCN(c1cc(C)cc(C)c1)S(=O)(=O)c1nnc(NC(=O)C(C)C)s1	1.1	-0.7	-1.1	.	10.4	?	0.5	.	-3.0	-0.2
S=C(Nc1cccc2ccccc12)N1CCN(c2ncccn2)CC1	-3.3	9.2	1.2	-1.8	-1.1	5.4	19.7	-0.4	-2.3	-1.3
CCCN1C(=O)C(O)(C2COC(C)(C)CC2=O)c2ccccc21 (stereo not drawn)	-3.2	-7.4	-1.2	-10.9	5.6	-3.7	6.4	0.1	-19.7	0.6
COc1ccc(NC(=O)/C(=C\c2ccc(OC)c(OC)c2)NC(=O)c2ccco2)cc1	-1.2	14.2	36.6*	-6.1	1.2	-12.1	0.4	-0.1	-2.5	-1.8
Cc1nc(=O)c(-c2ccccc2)c(C)n1-c1ccc(S(N)(=O)=O)cc1	-0.3	-19.3	5.7	-5.7	15.6	2.0	2.4	.	6.8	0.3
COc1ccc(-c2csc(NC(=O)CS(=O)(=O)c3ccccc3)n2)cc1	-5.6	-3.9	10.4	-20.0	.	-3.9	-0.2	-0.2	3.2	-0.3
CCCCNC(=O)CCNC(=O)c1ccc(C(C)(C)C)cc1	-4.2	2.3	-4.6	-2.0	3.0	-5.3	-0.2	4.2	4.0	2.4
CCC(=O)c1ccc(OCc2ccc(C#N)cc2)cc1	0.0	-8.7	1.6	1.8	13.0	-6.9	1.6	.	-4.6	-1.0

Quoted at random: 4 entries already listed
smiles	FadD28 FP inh	CCHF vOTU inh	GDH-TPI inh	Rv3671c inh	VHR inh abs	BoNT F protease	FBA Mtb inh	Mtb BioA inh	MazEF act	UGM FP inh
CCCCNC(=O)CCNC(=O)c1ccc(C(C)(C)C)cc1	-4.2	2.3	-4.6	-2.0	3.0	-5.3	-0.2	4.2	4.0	2.4
CCCN1C(=O)C(O)(C2COC(C)(C)CC2=O)c2ccccc21 (stereo not drawn)	-3.2	-7.4	-1.2	-10.9	5.6	-3.7	6.4	0.1	-19.7	0.6
COc1ccc(NC(=O)/C(=C\c2ccc(OC)c(OC)c2)NC(=O)c2ccco2)cc1	-1.2	14.2	36.6*	-6.1	1.2	-12.1	0.4	-0.1	-2.5	-1.8
CCC(=O)c1ccc(OCc2ccc(C#N)cc2)cc1	0.0	-8.7	1.6	1.8	13.0	-6.9	1.6	.	-4.6	-1.0
